# Bioassay records from PubChem.
# IL1B secr inh = qHTS for Inhibitors of Inflammasome Signaling: IL-1-beta AlphaLISA Primary Screen | AID 743279, 2014 | 360,000 compounds, 4.7% hits | THP-1 LPS/ATP IL-1B secretion, AlphaLISA, 16 h; active compounds read low | activity change, % at 57.5 µM; in the data active = activity change below about -50%; inconclusive = mostly about -30% to -49%; note: % is set by controls: 0 for no effect and ±100 for the full control effect
#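 Secreted IL-1B measured by AlphaLISA bead assay after 16 h compound exposure of THP-1 cells; compounds (final up to 57.5 uM) added 1 h before LPS (250 ng/mL) and ATP (1.25 mM) stimulation; lower signal means less secretion.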
# HepG2 viability = qHTS for Inhibitors of TGF-b: Cytotox Counterscreen; HepG2 CAGA-GFP viability, ATP luminescence, 18 h; Potency, µM (series often up to 46.1 µM), inactives show at the top dose activity change, negative = cytotoxicity, most hits filed as cytotoxic; 410,000 compounds, 0.76% hits; note: potency is the fitted concentration of half-maximal effect; some results filed as inactive show a strong effect at the top dose
#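 CellTiter-Glo luminescence gave cytotoxicity after 18 hours at 37 degrees C. The cells were HepG2 CAGA-GFP in 1% FBS DMEM, stimulated with 500 pg/mL TGF-beta after compound addition. %Activity was normalised to no-cell wells (complete cell-killing) and DMSO (no toxicity), and curves were fitted and classified.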
# SW480 rerep = A quantitative high throughput screen for small molecules that induce DNA re-replication in SW480 colon adenocarcinoma cells; SW480 DNA re-replication, Hoechst DNA content imaging, 48 h; Potency, µM (highest dose often 46.1 µM), for the others: at the highest dose re-replication activation, hits mostly activators; 340,000 compounds, 1.8% hits; AID 624297, 2012; note: potency is the fitted concentration of half-maximal effect; % of control where 0% means no effect; nearly all actives have a fitted effect of over 55% in size
#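 Quantitative HTS format with DMSO vehicle controls; 48 hr drug incubation at 37 C, then 40 min Hoechst staining and scanning imager measurement at 405 nm excitation.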
# KB-3-1 tox = qHTS assay for MDR1-selective chemotherapeutics: Primary screen using the parental adenocarcinoma cell KB-3-1 | Potency, µM (doses to about 46.1 µM), inactives show top-dose activity change, negative = cytotoxic, usual class: cytotoxic | 400,000 compounds, 1.4% hits | KB-3-1 viability, CellTiter-Glo ATP luminescence, 72 h; note: potency is the fitted concentration of half-maximal effect; % is set by controls: 0 for no effect and ±100 for the full control effect; nearly all actives have a fitted effect of over 60% in size
#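 Screening of KB-3-1 cells (DMEM, 10% FBS, phenol-red free) ran from lowest to highest compound concentration; after 72 h at 37 °C viability was read luminescently and curves fitted.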
# HT1080 IDH1KD tx = qHTS for induction of synthetic lethality in tumor cells producing 2HG: qHTS for the HT-1080-IDH1KD cell line. HT-1080 IDH1 knockdown viability, ATP luminescence, 48 h. Potency, µM (highest dose often 46.1 µM), for inactives: at the highest dose activity, negative = toxicity, most hits filed as cytotoxic. 360,000 compounds, 2% hits. AID 686971, 2013;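 note: potency is the fitted concentration of half-maximal effect; 0% = DMSO wells and -100% = cell-free medium wells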
#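 Assay cells: HT-1080 with IDH1 knockdown, 750 per well, RPMI/5% FBS. Exposure: 48 h at 37 °C following 2 h pre-incubation. Read: CellTiter-Glo luminescence; fitted concentration-response, curve class assigned.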
# MCF10A rerep = A quantitative high throughput screen for small molecules that induce DNA re-replication in MCF 10a normal breast cells. MCF 10A DNA re-replication, Hoechst nuclear intensity, 48 h. Potency, µM (highest dose often 46.1 µM), without a hit: at the top dose activity, positive = re-replication, actives largely listed as activators. 350,000 compounds, 2.9% hits. AID 624296, 2012; note: potency is the fitted concentration of half-maximal effect; % of control where 0% means no effect; nearly all actives have a fitted effect of over 50% in size
# HT1080-NT tox = qHTS for induction of synthetic lethality in tumor cells producing 2HG: qHTS for the HT-1080-NT fibrosarcoma cell line; HT-1080-NT fibrosarcoma viability, CellTiter-Glo ATP luminescence, 48 h; 360,000 compounds, 1.6% hits; Potency, µM (doses to about 46.1 µM), for inactives: at the top dose activity, negative = less viability, hits mostly cytotoxic;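 note: NT is the 2HG producing partner of a matched IDH1 knockdown line; potency is the fitted concentration of half-maximal effect; 0% = DMSO-treated cells and -100% = media-only wells without cells; nearly all actives have a fitted effect of over 55% in size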
#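 Fibrosarcoma NT cells, 750 per well in 5% FBS RPMI, were exposed to compound for 48 hours. Viability: CellTiter-Glo luminescence.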
# ATXN2 expr inh = Primary qHTS for Inhibitors of ATXN expression | HEK-293 ATXN2-luciferase reporter, luminescence, 24 h | Potency, µM (doses to about 57 µM), for the others: at the highest dose activity change, negative = inhibition, actives largely listed as inhibitors | 360,000 compounds, 0.72% hits | AID 1745845, 2022; note: potency is the fitted concentration of half-maximal effect; % is set by controls: 0 for no effect and ±100 for the full control effect; nearly all actives have a fitted effect of over 55% in size
#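 ATXN2-luciferase reporter cells (luciferase flanked by upstream and downstream ATXN2 gene portions) were treated 24 h at 37 °C with compounds at up to 57 uM. SteadyGlo luminescence gave expression; GF-AFC fluorescence gave viability.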
# S2 tox = Viability Counterscreen for Primary qHTS for Inhibitors of ATXN expression; AID 651635, 2014; 400,000 compounds, 0.49% hits; Potency, µM (top dose mostly 56.7 µM), usual class: cytotoxic; S2 cells (HEK-293 line with an ATXN2-luciferase reporter) viability, CellTiter-Fluor protease fluorescence, 24 h; note: potency is the fitted concentration of half-maximal effect; nearly all actives have a fitted effect of over 40% in size
# * = called active by the depositor; i = inactive; ? = inconclusive; . = no result given; & = joins results of further samples; [ ] = another dose, or the depositor's remark. Unless noted, calls come from the whole dose curve; as a rule, active = well fitted curve in the direction sought with a large enough effect; inconclusive = small, poorly fitted or top-dose-only effect, or another doubt; inactive = no such curve, though single readings can be large; an effect the other way counts as inactive or inconclusive.
SMILES,IL1B secr inh,HepG2 viability,SW480 rerep,KB-3-1 tox,HT1080 IDH1KD tx,MCF10A rerep,HT1080-NT tox,ATXN2 expr inh,S2 tox
Cc1cc(C)cc(N=Cc2c(O)c3ccccc3oc2=O)c1,2.7,28.6%,-4.6%,-4.9%,?,-1.5%,?,-1.6%,i
C=CCN(C(=O)CNC(=O)c1cccs1)C(C(=O)NC1CCCCC1)c1cccnc1 (stereo unspecified),-4.1,-17.5%,12.2%,23.3%,9.6%,-0.1%,7.6%,-6.3%,i
COc1ccccc1N1CCN(CC(=O)Nc2c(C)n[nH]c2C)CC1,8.7,-4.3%,-10.0%,-2.9%,5.3%,-3.3%,7.2%,7.0%,i
CCOc1ccc(C(C)=O)cc1CSc1nc2nc(C)cc(C)n2n1,10.7,5.7%,7.0%,10.9%,3.2%,20.4%,4.6%,-18.3%,i
CS(=O)(=O)N1CCC(C(=O)Nc2ccccc2F)CC1,5.3,-0.6%,-1.4%,-5.2%,-1.9%,-0.8%,1.7%,-3.4%,i
CCC12C(=O)C(CC)(C(c3ccccc3)=C1c1ccccc1)[C@@H]1C(=O)N(c3ccc(C)cc3)C(=O)C12 (stereo partly specified),12.7,-2.6%,-4.1%,-5.4%,12.2%,12.2%,6.7%,-2.4%,?
Cc1ccc(CNC(=O)Nc2ccccc2)n1C,19.6,-4.1%,11.0%,2.8%,1.0%,-3.6%,0.6%,25.5%,i
COC(=O)C1=C(C)NC(=O)C1(NS(=O)(=O)c1ccc(NC(C)=O)cc1)C(F)(F)F (stereo unspecified),76.7,-1.3%,-4.0%,5.5%,1.8%,-5.4%,14.2%,-15.3%,?
CC(C)NC(=O)CSc1nncn1-c1ccccc1,-17.1,0.9%,-5.3%,-1.7%,6.1%,-2.1%,4.8%,12.1%,i
CCCCCN(C(=O)CCC(=O)OC(C)C(=O)Nc1cccc(C#N)c1)c1c(N)n(CCCC)c(=O)[nH]c1=O (stereo unspecified),-8.1,0.4%,-249.4%[inhibitor],-3.1%,-6.3%,?,0.4%,10.2%,i
COc1ccc(OC)c(C2=NS(=O)(=O)N(C)C(C(=O)Nc3ccc(F)cc3F)=C2)c1,8.1,-14.5%&-2.0%,2.5%,-23.5%&-18.7%,-16.4%,9.1%,-25.2%,-14.0%&-11.9%,i
C=CCNC(=O)CCc1nnc(C2(c3ccc(Cl)cc3)CCC2)o1,-7.7,-9.0%,-27.6%,-1.4%,-5.8%,2.5%,0.8%,.,i
COC(=O)c1sc(N2C(=O)C(O)=C(C(=O)c3ccc(C)o3)C2c2cccs2)nc1C (stereo unspecified),11.0,-0.6%,?,-9.3%,-1.7%,18.4µM*,-2.1%,-10.3%,i
O=C(CSc1nnc(CNC(=O)c2ccccc2F)o1)NCc1ccco1,9.2,-3.8%,?,-5.8%,8.9%,-2.2%,0.1%,2.7%,i
C[C@@H](C(=O)N[C@H](C(=O)O)c1ccccc1)n1nnc2ccccc2c1=O,5.8,1.1%,7.8%,-0.8%,-3.9%,5.8%,-0.9%,.,i
COc1ccc(NC(=O)CSc2nc(-c3cccs3)cc(C(F)(F)F)c2C#N)cc1,.,-104.5%,.,4.6%,.,.,.,6.9%,i
CCC(c1nnnn1CCOC)N(Cc1cc2cc(C)c(C)cc2[nH]c1=O)CC1CCCO1 (stereo unspecified),-18.6,-35.9%,-7.6%,-0.1%,-4.7%,-1.7%,-0.2%,-4.2%,i
CCCCCCn1c(SCCOC)nc2c1c(=O)[nH]c(=O)n2C,25.2,-20.8%,-17.3%,0.0%,-1.9%,-0.4%,-9.3%,-21.2%,.
COc1ccccc1OCC(=O)NCCc1nc2ccccc2[nH]1,6.6,-28.7%,-2.3%,-3.4%,-3.2%,4.1%,-0.3%,-4.3%,i
COC(=O)[C@@]1(Cc2ccc(F)cc2)[C@H]2c3cc(C(=O)N(C)C)n(Cc4ccccc4)c3C[C@H]2CN1C(=O)c1ccccc1,-21.9,0.6%,?,-17.0%,-9.3%,?,?,?,?
CCn1c(=O)n(CC(=O)NCc2ccccc2OC)c(=O)c2ccccc21,8.6,2.6%,-2.0%,8.9%,0.8%,1.5%,3.3%,10.0%,i
CCOC(=O)CSc1nnc(NC(=O)c2cccc(S(=O)(=O)N3CCCCCC3)c2)s1,2.1,-1.3%,-3.2%,10.4%,0.6%,-19.9%,10.2%,4.4%,i
COc1ccc(N2CCN(C(=O)CNC(=O)Cn3cnc4sc(C)c(C)c4c3=O)CC2)cc1,90.3,4.3%,0.5%,7.2%,6.7%,0.3%,15.3%,10.7%,i
COc1ccc(OCC(O)Cn2c(Nc3cccc(C)c3)nc3c2c(=O)n(C)c(=O)n3C)cc1 (stereo unspecified),32.8,30.7%,-5.4%,-10.3%,7.1%,8.3%,4.6%,-18.4%,i
O=C(COC(=O)c1ccccn1)NCc1ccccc1,-4.3,0.6%,-2.2%,-0.7%,0.5%,-1.8%,3.0%,6.2%,i
CCN(CCCNC(=O)CSc1cc(=O)n(C)c2cc(Cl)ccc12)c1cccc(C)c1,.,-31.1%,.,-8.6%,.,.,.,0.1%,i
COc1ccc(CNC(=O)C2Cc3c(-c4cccc(F)c4)ccnc3O2)cc1OC (stereo unspecified),-11.1,-76.3%,.,-0.5%,3.7%,.,?,12.8%,i
Cc1nnc(NC(=O)c2ccc(S(=O)(=O)C(F)F)cc2)s1,-7.7,13.1%,-3.3%,10.9%,11.6%,-2.0%,8.9%,8.1%,i
Cc1ccc(-c2[nH]ncc2CN2CCN(C(=O)c3cccs3)CC2)cc1C,0.0,-21.1%,-9.4%,4.3%,-2.8%,1.2%,-0.9%,-5.5%,i
CCCNC(=O)c1ccc(N2CCC3(CC2)CC(c2ccccc2)=NO3)c(NC(=O)c2ccc(Br)cc2)c1,-6.5,-3.1%,10.9%,0.0%,1.4%,?,-2.2%,4.7%,i

# Profiles, looked up by structure. Screens in order: IL1B secr inh | HepG2 viability | SW480 rerep | KB-3-1 tox | HT1080 IDH1KD tx | MCF10A rerep | HT1080-NT tox | ATXN2 expr inh | S2 tox
# Entry for `COc1ccc(CNC(=O)C2Cc3c(-c4cccc(F)c4)ccnc3O2)cc1OC` (stereo unspecified) : -11.1 | -76.3% | . | -0.5% | 3.7% | . | ? | 12.8% | i
# Entry for `Cc1ccc(-c2[nH]ncc2CN2CCN(C(=O)c3cccs3)CC2)cc1C` : 0.0 | -21.1% | -9.4% | 4.3% | -2.8% | 1.2% | -0.9% | -5.5% | i

# Next section:
SMILES,IL1B secr inh,HepG2 viability,SW480 rerep,KB-3-1 tox,HT1080 IDH1KD tx,MCF10A rerep,HT1080-NT tox,ATXN2 expr inh,S2 tox
NS(=O)(=O)c1ccc(NC(=S)NCc2cccc(Cl)c2)cc1,?,-4.2%,98.0%,?,5.0%,-25.3%,1.7%,-4.4%,?
CC(C)(CSc1nncn1/N=C/c1ccco1)NS(=O)(=O)c1ccc(Cl)cc1,-13.7,12.1%,-2.6%,-4.4%,-1.7%,-17.9%,-5.7%,6.2%,i
Cc1ccc(C)c(C(=O)COc2ccccc2[N+](=O)[O-])c1,-51.3*,-60.8%,?,3.7%,?,?,-0.9%,-1.0%,i
CCOC(=O)N1CCN(C(=O)C(NS(=O)(=O)c2cccc3nsnc23)c2ccccc2)CC1 (stereo unspecified),-9.7,-1.5%,9.0%,?,-0.4%,-0.5%,0.4%,3.3%,i
CCc1cccc(C)c1NC(=O)Cn1c(=O)cc(C)c2c(C)nn(-c3cccc(F)c3)c21,.,-19.6%,.,0.6%,.,.,.,2.2%,i
Cc1ccc(-n2c(=S)[nH]c3c(oc4ccccc43)c2=O)cc1C,9.2,-23.2%,1.0%,6.3%,-1.5%,3.6%,-5.9%,13.5%,i
COc1cc2c(cc1NC(=O)C(C)Sc1nc3ccccc3n1C)oc1ccccc12 (stereo unspecified),0.0,-36.7%,-5.6%,2.2%,0.9%,-3.4%,0.1%,-4.3%,i
O=C(Nc1ccccc1C1CC1)c1cccs1,-10.5,7.5%,-2.7%,7.8%,20.3%,-1.4%,?,-2.3%,i
CCCn1c(N)c(N(CCOC)C(=O)C2CCCC2)c(=O)[nH]c1=O,-2.1,14.5%,-3.6%,6.0%,9.0%,-2.8%,-2.5%[9.24 µM],0.3%,i
O=C(c1cccc(S(=O)(=O)N2CCCCCC2)c1)N1CCN(c2ccccc2F)CC1,?,-9.3%,14.4%,5.9%,0.0%,15.3%,-0.9%,-10.8%,i
Clc1ccccc1Cc1noc(CN2CCN3CCCC3C2)n1 (stereo unspecified),21.6,-1.7%,6.9%,3.1%,-2.5%,9.7%,9.9%,.,i
CCN1CCN(C(=O)c2cc(S(=O)(=O)N3CC(C)CC(C)C3)ccc2Cl)CC1 (stereo unspecified),-8.2,-9.2%,-3.6%,9.6%,-2.3%,1.9%,11.2%,2.4%,i
CCOc1cc(S(=O)(=O)n2cnc(C)c2)ccc1Cl,1.9,8.3%,-15.9%,-3.6%,0.7%,-9.1%,-4.6%,24.1%,i
O=C(CCN1CCN(c2ccccc2)CC1)c1ccc(Cl)cc1,-7.3,-90.6%,?,3.4%,-7.4%,15.8%,-7.8%,-1.7%,i
COC(=O)c1sccc1-n1cccc1C(=O)C(=O)Nc1ccc(F)cc1,9.9,1.4%,-5.0%,11.9%,-7.4%,14.9%,-16.5%,-14.1%,i
CN1N=C2c3ccccc3CCC2C1c1ccc(Cl)cc1 (stereo unspecified),41.7,-8.1%,?,10.9%,-4.9%,6.3%,10.6%,81.6%[activator],i
COc1cc(NC(=O)NCc2ccco2)ccc1-c1ccc(NC(=O)NCc2ccco2)cc1OC,22.6,-24.4%,?,-3.2%,?,-40.1%[inhibitor],?,?,?
